SENP7 block = SENP7 protease inhibition | AID 434973 | inhibition, % at 5 µM | recombinant SENP7, Z-RLRGG-aminoluciferin luminescence, 40 min | hit rate 1.5% among 330,000;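 active = inhibition above about 50% at the single test dose, limit read from the data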;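 also: plate controls were DMSO with enzyme for no effect and no enzyme buffer wells for full effect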
MPTP inh = permeability transition pore inhibition. inhibition, % at 10 µM. isolated mouse mitochondria, Ca2+ swelling absorbance, 30 min. AID 602449. hit rate 1.4% among 360,000;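 active = inhibition of 50% or more, scaled per plate between neutral and stimulator controls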;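 also: 0% = DMSO wells given calcium and 100% = 1 mM EGTA wells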
ATG4B inhibitor = ATG4B (human) cysteine protease inhibition; hit rate 0.51% among 340,000; inhibition, % at 8.33 µM; ATG4B cleavage of LC3-PLA2, NBD-HPC fluorescence, 1 h; Q9Y4P1; in the data active = inhibition above about 40%
Target sequence (Q9Y4P1 whole entry, looked up): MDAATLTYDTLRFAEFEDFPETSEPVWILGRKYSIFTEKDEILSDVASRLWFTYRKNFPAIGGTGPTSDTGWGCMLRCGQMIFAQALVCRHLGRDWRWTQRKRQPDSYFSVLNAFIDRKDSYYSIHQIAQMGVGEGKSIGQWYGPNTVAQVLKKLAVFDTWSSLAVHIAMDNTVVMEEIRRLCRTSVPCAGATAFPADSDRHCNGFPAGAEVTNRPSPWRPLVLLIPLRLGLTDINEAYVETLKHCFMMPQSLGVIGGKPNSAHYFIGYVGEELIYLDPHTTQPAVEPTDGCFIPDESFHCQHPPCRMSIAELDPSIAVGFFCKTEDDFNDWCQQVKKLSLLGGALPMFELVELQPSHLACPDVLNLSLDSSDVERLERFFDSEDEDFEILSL
SENP6 inh = blocks the human protease SENP6 | Recombinant SENP6 catalytic domain, aminoluciferin luminescence | inhibition, % at 10 µM | hit rate 1.8% among 330,000 | AID 2599;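 active = inhibition above about 50% at the single tested dose, limit read from the data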;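 also: plate controls were DMSO wells with enzyme for no effect and DMSO wells lacking enzyme for full effect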
Target sequence (Q9GZR1 628-1112 limits assumed): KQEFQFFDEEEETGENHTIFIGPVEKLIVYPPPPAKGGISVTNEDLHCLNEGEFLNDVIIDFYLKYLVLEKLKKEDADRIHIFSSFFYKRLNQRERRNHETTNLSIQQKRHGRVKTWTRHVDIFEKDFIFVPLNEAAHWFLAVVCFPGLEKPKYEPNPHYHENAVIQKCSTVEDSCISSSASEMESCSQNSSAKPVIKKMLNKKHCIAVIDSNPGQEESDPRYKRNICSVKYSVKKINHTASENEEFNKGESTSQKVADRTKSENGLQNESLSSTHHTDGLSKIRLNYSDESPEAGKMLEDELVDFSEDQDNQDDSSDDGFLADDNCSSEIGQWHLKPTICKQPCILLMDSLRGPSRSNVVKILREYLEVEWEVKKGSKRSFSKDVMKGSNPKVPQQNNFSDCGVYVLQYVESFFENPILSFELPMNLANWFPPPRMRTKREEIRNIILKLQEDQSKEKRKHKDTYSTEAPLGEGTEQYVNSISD
PfG6PD inh = PfG6PD (Plasmodium falciparum) enzyme inhibition; PfGluPho enzyme, NADPH resazurin-diaphorase fluorescence; inhibition, % at 20 µM; hit rate 0.78% among 350,000; AID 504690;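 active = inhibition reaching at least a set limit at 20 µM in the primary screen, cut at about 59% in these data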;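 also: 0% = DMSO wells with substrate and 100% = DMSO wells lacking glucose-6-phosphate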
HKDC1 inhibitor = inhibitors of human hexokinase HKDC1. Q2TB90. recombinant HKDC1, G6PDH/diaphorase resazurin coupled fluorescence. inhibition, % at 20 µM. hit rate 0.16% among 340,000. AID 493160;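 active = inhibition above about 35% when tested at 20 µM, limit read from the data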;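 also: plate controls were DMSO wells with enzyme for no effect and DMSO wells lacking enzyme for full effect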
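Test system: recombinant HKDC1 (HK5) hexokinase enzyme, produced in-house; Amount: enzyme 5 µg/mL final; Buffer or medium: Tris pH 8.0 buffer with MgCl2, Tween-20, BSA, BME; Reagent: glucose and ATP substrates; Doses: 20 µM test compound, 1% DMSO; Incubation: 90 min reaction incubation at room temperature, dark; Detection: resorufin fluorescence at 613 nm.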
SENP8 inh = SENP8 (human) protease inhibition; hit rate 0.64% among 360,000; Q96LD8; inhibition, % at 20 µM; recombinant SENP8, Nedd8 substrate fluorescence; AID 602440; in the data active = inhibition mostly above about 40%, no sharp cut-off; inactive = mostly below about 27%
Target sequence (Q96LD8 whole entry, looked up): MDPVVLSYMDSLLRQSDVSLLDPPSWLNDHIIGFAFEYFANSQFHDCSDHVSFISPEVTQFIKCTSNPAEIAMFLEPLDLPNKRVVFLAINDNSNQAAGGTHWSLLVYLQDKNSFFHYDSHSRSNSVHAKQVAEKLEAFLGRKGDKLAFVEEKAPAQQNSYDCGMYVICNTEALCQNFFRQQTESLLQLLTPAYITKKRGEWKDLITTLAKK
NR3A LBD binder = NR3A (human) ligand-binding domain modulation | NR3A LBD differential scanning fluorimetry, Tm shift; 0% = protein alone, 100% = glycine-bound protein | hit rate 2.5% among 340,000 | AID 1259313 | Tm shift relative to glycine control, % at 25 µM;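 active = melting temperature shift of at least 10% of the positive control shift, at one fixed dose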
Starred values were filed as active, the others as inactive; . = no result given.

mol	SENP7 block	MPTP inh	ATG4B inhibitor	SENP6 inh	PfG6PD inh	HKDC1 inhibitor	SENP8 inh	NR3A LBD binder
CC(Nc1nc(-c2ccc(F)cc2)cs1)c1nc2cc(Cl)c(Cl)cc2n1CCOCCO (stereo not drawn)	-4.4	0.1	-2.5	-1.1	18.4	-2.9	-5.2	-1.4
C#CCSc1nc(=O)c2cccnc2n1-c1ccc(C)cc1	7.2	0.9	11.1	-20.6	-4.7	-3.4	32.6	-1.5
CCOC(=O)c1cc(=O)n2nc(-c3ccccc3F)nc2s1	-4.9	-0.4	-8.0	-7.9	38.0	9.2	-0.7	5.2
O=C(CCCN1C(=O)[C@H]2CC=CC[C@H]2C1=O)NCc1nc(-c2ccccc2)no1	4.5	2.4	-2.3	-23.9	-14.2	0.4	-6.9	0.1
CC(=O)c1csc(COc2cc(Cl)cc(Cl)c2)n1	2.9	-0.2	10.8	-13.4	-4.1	3.2	10.6	-2.2
O=C(O)CCSc1nnc(COc2cccc3cccnc23)n1-c1ccccc1	-4.4	-1.1	-6.5	2.8	2.9	-11.3	-20.2	0.5
Cc1ccc(S(=O)(=O)/N=C(\N)c2ccc(F)cc2)cc1	8.8	-2.3	-1.0	-9.0	-0.2	4.4	3.4	-8.8
Nc1ccccc1-c1nnc(-c2ccccc2N)n1N	7.5	-1.3	1.7	18.6	-16.0	-4.6	-383.7	0.3
COc1ccc(-c2nc(CN3CCC(C(=O)NC4CCCc5ccccc54)CC3)c(C)o2)cc1OC (stereo not drawn)	.	1.7	6.1	.	-16.1	-1.2	4.8	-2.3
COc1ccc(C(=O)Nc2ccc(NC(=O)c3cccc(F)c3)cn2)cc1	-0.4	-1.8	0.5	-8.7	-13.1	2.0	3.3	2.5
CCc1cc(=O)oc2c(CNCc3ccc(OC)cc3OC)c(O)c(Cl)cc12	-0.7	-0.7	-1.5	-3.2	5.0	0.8	-275.8	1.4
Cc1nn(CCCC(=O)Nc2nccs2)c(C)c1[N+](=O)[O-]	-9.0	-2.1	-11.7	-7.8	-0.9	-3.8	-1.0	0.2
O=S(=O)(Nc1ccccc1N1CCOCC1)c1cccs1	-2.8	-3.1	-5.0	-6.3	36.3	-0.1	12.8	0.3
COc1ccc2c3c(cccc13)C(=O)CC2	.	4.1	-68.0	.	42.9	11.9	-50.0	-1.1
COC1=C/C(=C/c2c(N)n3nc(CC(=O)N4CCCCC4)sc3nc2=O)C=CC1=O	-23.0	0.7	11.9	-20.7	-4.9	9.2	-31.2	-0.1
c1ccc2c(CN3CCOCC3)c3ccccc3c(CN3CCOCC3)c2c1	5.0	-0.3	-1.5	8.1	2.4	0.1	-9.1	0.5
CC(C)(C)c1ccc(C(=O)NCC(=O)OCC(=O)N2CCCC2)cc1	-1.6	1.2	0.4	-7.3	-2.6	-3.1	14.0	2.3
CCOC(=O)N1CCN(CC(O)COc2ccc(C(C)C)c(C)c2)CC1 (stereo not drawn)	1.0	0.5	0.4	7.9	0.7	-1.1	21.3	1.6
[O-]/[N+](=C/c1ccc(F)cc1)c1ccc(Cl)cc1	8.8	0.1	-13.6	5.0	64.7*	-3.7	22.8	-0.8
Cc1nn(C(=O)CCCn2cc([N+](=O)[O-])cn2)c(C)c1Cl	-0.8	5.4	-0.4	9.6	14.1	-3.6	14.8	-2.6
O=C1C2CC=CCC2C(=O)N1c1ccc(OCC(O)Cn2nnc3ccccc32)cc1 (stereo not drawn)	6.1	47.6	-6.9	-11.0	-8.6	-1.1	7.9	-0.4
O=C(c1ccc2c(=O)n3c(nc2c1)CCC3)N1CCCSC1=Nc1ccccc1	-1.4	-0.3	-12.8	-6.1	12.7	-7.5	-10.1	2.8
Cc1ccc(NC(=O)CC(C)S(=O)(=O)c2ccc3c(c2)NC(=O)CO3)c(Cl)c1 (stereo not drawn)	-5.3	-0.7	6.0	4.9	0.5	0.9	5.4	-1.2
CSCCC(NS(=O)(=O)c1ccc(C)cc1)C(=O)NCC(C)(C)N1CCOCC1 (stereo not drawn)	6.8	-2.7	-7.9	-4.9	12.0	-7.1	6.3	0.1

Shown field by field: entries from further up.
Structure: CCOC(=O)N1CCN(CC(O)COc2ccc(C(C)C)c(C)c2)CC1 (stereo not drawn)
  SENP7 block: 1.0 | MPTP inh: 0.5 | ATG4B inhibitor: 0.4 | SENP6 inh: 7.9 | PfG6PD inh: 0.7 | HKDC1 inhibitor: -1.1 | SENP8 inh: 21.3 | NR3A LBD binder: 1.6

Structure: CCc1cc(=O)oc2c(CNCc3ccc(OC)cc3OC)c(O)c(Cl)cc12
  SENP7 block: -0.7 | MPTP inh: -0.7 | ATG4B inhibitor: -1.5 | SENP6 inh: -3.2 | PfG6PD inh: 5.0 | HKDC1 inhibitor: 0.8 | SENP8 inh: -275.8 | NR3A LBD binder: 1.4

Structure: COc1ccc2c3c(cccc13)C(=O)CC2
  SENP7 block: . | MPTP inh: 4.1 | ATG4B inhibitor: -68.0 | SENP6 inh: . | PfG6PD inh: 42.9 | HKDC1 inhibitor: 11.9 | SENP8 inh: -50.0 | NR3A LBD binder: -1.1

(list continues)
mol	SENP7 block	MPTP inh	ATG4B inhibitor	SENP6 inh	PfG6PD inh	HKDC1 inhibitor	SENP8 inh	NR3A LBD binder
Cc1nn(-c2ccccc2)c(C)c1C(=O)NNC(=O)C(F)(F)F	9.1	0.7	-0.1	-10.3	-11.5	-4.8	4.9	0.9
Cc1cccc(OC2(c3ccccc3)OC(=O)c3ccccc32)c1C (stereo not drawn)	2.7	-2.2	8.3	-18.7	28.8	-1.2	13.4	-0.5
COc1nc(OC)nc(N2CCC(C(=O)NCc3ccco3)CC2)n1	-14.3	-2.4	-9.8	0.5	0.0	-8.8	17.4	-4.0
CCCOC(=O)Cn1cnc2scc(-c3ccc(OC)cc3)c2c1=O	2.4	2.9	-5.0	17.7	-15.3	-2.0	-50.1	0.2
O=C(CCN1CCN(C(c2ccccc2)c2ccccc2)CC1)N/N=C/c1ccc(O)cc1O	4.1	46.8	-14.2	-0.4	-20.0	-19.5	10.9	-15.7
O=C(Nc1ccncc1)C1CC1c1ccccc1 (stereo not drawn)	-3.3	3.9	-7.6	-14.8	12.1	-6.9	13.2	-0.3
COCCn1c(SCC(=O)Nc2cccc(S(N)(=O)=O)c2)nc2cc(Cl)ccc2c1=O	11.7	-0.9	-14.4	1.9	-3.9	-8.2	1.1	-4.8
O=S(=O)(/N=C(/Nc1ccccn1)c1ccccc1)c1ccc(F)cc1	-0.2	-0.1	-1.8	-10.5	0.6	2.6	20.7	-2.6
Cc1cc(C)c(NC(=O)COC(=O)Cc2ccsc2)c(C)c1	2.8	0.4	-2.9	0.5	26.8	-13.4	9.5	-2.9
COc1ccc(CNC(=O)CCCn2nc(C)n3c(cc4sccc43)c2=O)cc1	15.8	-1.8	-6.0	6.0	6.6	-5.8	3.1	-2.2
O=c1cnnc(N/N=C/c2c[nH]c3ccccc23)[nH]1	-1.1	-1.2	11.7	-12.3	-17.9	8.0	20.7	-0.3
CC1Cc2cc(/C(O)=C3/C(=O)C(=O)N(CCN4CCOCC4)C3c3ccc(N(C)C)cc3)ccc2O1 (stereo not drawn)	3.0	-1.6	-0.7	6.5	-4.2	-3.6	9.0	0.7
Cc1cccc(OCC(=O)N(Cc2ccc(N(C)C)cc2)C2CCS(=O)(=O)C2)c1 (stereo not drawn)	-2.9	0.5	-12.2	-8.3	-9.1	1.0	12.8	-0.7
CC(C)c1ccc(CNCCCSc2ncccn2)cc1	-13.1	-1.8	4.2	-26.1	-1.9	2.6	9.4	0.9
Cc1ncc(CO)c(/C=N/NC(=O)c2cc(Br)ccc2O)c1O	-2.0	0.4	-5.1	-14.1	-21.5	-10.6	-60.7	5.1
CC1(C2CC2)NC(=O)NC1=O (stereo not drawn)	-4.1	-0.7	6.6	3.5	-10.6	6.9	30.4	-1.1
O=S(=O)(NCC(c1ccco1)N1CCCCC1)c1ccccc1C(F)(F)F (stereo not drawn)	3.5	-0.1	10.9	-2.8	-0.7	-4.8	15.6	0.9
CC(C)Sc1nnc(-c2ccc(S(=O)(=O)N3CCOCC3)cc2)n1C	-1.4	-0.1	1.1	-23.7	-5.4	-6.4	-21.3	-1.9
O=Cc1ccc(OCc2nnc(-c3ccccc3Br)o2)cc1	-1.0	0.2	5.9	-23.4	-4.2	-6.6	-1.7	-2.3
Cc1ccc(C2C=NN(c3ccccc3)C2=O)cc1 (stereo not drawn)	-3.4	0.1	-2.5	-12.6	15.3	-9.5	5.4	0.2
Cc1ccc(NCN2C(=O)C3CC=CCC3C2=O)cc1 (stereo not drawn)	1.9	0.3	2.8	9.4	1.6	-3.5	6.0	1.9
CCN(CC)CCCN(Cc1cc2cc3c(cc2[nH]c1=O)OCO3)C(=S)NCCCOC	-16.5	0.0	5.3	-7.1	-14.0	-4.2	-426.7	-2.4
Cc1cc(C)c(NC(=O)c2ccoc2C)c(C)c1	-10.5	-0.1	-3.1	5.2	3.7	-2.3	19.9	2.4
O=C(NCc1ccco1)c1noc2c1CCCC2	3.5	-4.4	-5.0	-6.3	-5.7	-7.2	15.5	-12.3
CCOc1ccccc1NC(=O)NC1CCCc2ccccc21 (stereo not drawn)	1.7	-0.9	16.9	10.3	9.7	-4.2	-4.1	2.3
c1ccc(COC2CCCN(Cc3nc(-c4cccs4)no3)C2)nc1 (stereo not drawn)	-10.4	-0.4	-5.1	-14.1	-11.3	-3.1	4.1	-1.3
COc1ccc(-c2cc3nc(C)c(CCC(=O)NCc4ccco4)c(C)n3n2)c(OC)c1	0.6	2.3	-3.9	-9.1	12.6	1.1	-264.5	-2.6
CCOC(=O)c1cccc(NC(=O)CSc2nnc(COc3ccccc3)n2CC)c1	-2.9	3.2	0.8	-12.5	-10.0	14.8	10.4	-2.1
CN(CC(=O)Nc1ccc(Cl)cc1)C(=O)CNC(=O)Cc1cccc2ccccc12	-6.2	0.0	-7.7	0.2	-8.1	-3.9	6.4	1.4
O=C1N=C(N2CCOCC2)S/C1=C/c1cccs1	-4.4	0.6	-1.3	-27.0	-12.4	-5.1	4.6	-0.5
CC(OC(=O)c1ccccc1NS(=O)(=O)c1cccc(N)c1)C(=O)N(C)Cc1ccccc1 (stereo not drawn)	-3.2	1.1	-4.9	-5.9	9.2	0.9	11.8	-15.9
CCn1c(CN2CCN(c3cccc(C)c3C)CC2)n[nH]c1=S	-1.7	-0.5	10.3	2.3	33.7	-0.9	34.1	-2.7
CC1CCCC(NC(=O)c2cccc(N3CCCC3=O)c2)C1C (stereo not drawn)	5.9	-0.6	-1.1	4.5	-3.1	-4.8	-12.1	-1.7
O=C(CN1CCN(c2ccc(O)cc2)CC1)Nc1ccc2c(c1)OCCCO2	7.2	-0.5	-7.1	6.9	78.9*	0.7	0.8	-1.3
Cc1ccc(C2=[N+]([O-])C(C)(C)CC2)cc1	-4.4	0.0	-8.8	-11.0	17.8	-0.9	16.6	5.8
O=C(O)c1ccccc1C(=O)NCc1ccc(F)cc1	-13.4	-3.8	8.0	-11.4	-7.8	-4.5	1.1	2.3
COc1ccc(NS(=O)(=O)c2cc(NC(=O)CCNC(C)=O)ccc2N2CCOCC2)cc1	-11.9	-1.1	-5.4	-1.7	-0.7	2.1	10.1	0.3
COc1cccc(-c2nc(CCl)cs2)c1	8.3	0.0	-0.2	-45.5	-5.8	0.3	2.1	-1.6
Cc1cc(-n2c(C)c3c(C)nnc(C)c3c2C)ccc1N	0.4	.	-10.6	-2.2	57.4	8.3	.	-3.5
CCc1cccc(C)c1NC(=O)CN(C)Cc1cccc(F)c1	4.1	0.6	6.1	-17.5	-17.1	1.1	13.9	-6.5
CN(C)S(=O)(=O)Nc1cc(F)cc(F)c1	-8.5	0.7	1.4	0.9	-8.8	-7.9	8.9	-4.8
CCC(C)N(C(=O)c1csnn1)C(C(=O)NC(C)(C)C)c1ccccc1 (stereo not drawn)	-2.4	3.6	9.2	-14.5	-12.4	-2.4	15.0	-1.4
CCOC(=O)c1cnc(SC)nc1Oc1cccc(NC(=O)c2ccc(C)cc2)c1	-13.5	2.4	0.4	9.3	4.2	2.4	15.2	16.9*

Screening data (PubChem BioAssay)
